LANA DNA inh – KSHV C-LANA DNA binding inhibition; inhibition, % at 9 µM; AID 504423; 0.078% of 340,000 active; MBP-C-LANA/FAM-LBS DNA binding, fluorescence polarization;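 active means highest replicate inhibition at or above 60% at 9 µM, even if other replicates fall short; inactive means all replicates below 60% inhibition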;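 further: 0% = neutral control wells and 100% = 4 µM acridine orange control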
Arrestin-AP2 inh – inhibitors of human beta-arrestin and AP2 interaction. FITC-arrestin peptide / GST-AP2 beads, flow cytometry; AP2 beta2 appendage carries R879A mutation. inhibition, % at 10 µM. 0.31% of 340,000 active. AID 504490;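 active means inhibition above a set limit, near 3 SD of compounds lacking own fluorescence, cut at about 54% in these data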;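 further: plate controls were DMSO wells for no effect and 5 µM unlabelled arrestin peptide for full effect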
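Assay system: GST-AP2 R879A bound to glutathione beads, E. coli-expressed; Medium: PBS with 0.05% Tween 20 and 0.1% BSA; Also added: fluorescein-tagged arrestin peptide at 50 nM final; Timing: 12 min plus 1 h, RT; Measured by: flow cytometry, FL1 (488/535 nm); Evaluation: percent drop in bead-associated FITC signal.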
RTF Ca sens inh – cardiac RTF calcium desensitization. P19429+P45379. 0.12% of 340,000 active. inhibition, % at 7.15 µM. AID 493244. IANBD-labeled cardiac RTF, Ca2+ fluorescence;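 active means inhibition above the mean inhibition of all tested compounds plus 3 SD, cut at about 17% in these data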;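 further: assay run at fixed EC70 calcium of 1.6 mM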
NSD2 inh – blocks human histone methyltransferase NSD2; 0.54% of 310,000 active; AID 743445; inhibition, % at 12.5 µM; NSD2 peptide methylation, AlphaScreen, 120 min; O96028; in the data active means inhibition above about 50%
SR-BI uptake up – SR-BI HDL lipid transfer activation; CHO ldlA[mSR-BI] cells, DiI-HDL uptake fluorescence, 3 h; 100 = double the neutral-control signal; activation, % at 12.5 µM; 0.096% of 320,000 active;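 active means mean replicate activation of at least 60% and every replicate at or above 60%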;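 further: 0% = median plate neutral-control signal and 100% = twice that signal; values of inactives mirror those of a sister screen read the other way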
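Material – SR-BI-overexpressing, LDLR-lacking CHO cells · Medium – BSA-supplemented, HEPES-buffered Ham's F12, pH 7.4 · Doses – single concentration · Times – compound with DiI-HDL co-incubation, 3 h at 37 °C · Measured by – bottom-read fluorescence, 550/595 nm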
SR-BI DiI inh – inhibitors of mouse SR-BI mediated HDL lipid uptake. Q61009. ldlA[mSR-BI] CHO cells, DiI-HDL uptake fluorescence, 3 h. inhibition, % at 12.5 µM. 0.96% of 320,000 active;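 active means mean replicate inhibition of at least 70% and a set share of replicates each scoring 70 or more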;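 further: 0% = median of neutral control wells and 100% = median of positive control wells; values of inactives mirror those of a sister screen read the other way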
PKA-R2B act – activators of human PKA-R2B complex; P22694+P31323; PKA-R2B holoenzyme dissociation, Cy5-IP20 fluorescence polarization; R2B truncated from residue 108, S112A mutant; 0% DMSO only, 100% 113 µM cGMP; activation, % at 11.4 µM; 0.079% of 340,000 active; AID 504700;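 active means activation above a cutoff set at the mean over all compounds plus 3 SD, cut at about 18% in these data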;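 further: higher means more holoenzyme dissociation and a rise in polarization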
Keap1 Nrf2 FP – disrupts human Keap1 binding to Nrf2 peptide; Q14145; Keap1 Kelch-Nrf2 peptide fluorescence polarization, 1536-well; inhibition, % at 9.4 µM; 0.15% of 340,000 active; in the data active means inhibition above about 12%;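 further: human Keap1 Kelch domain with fluorescein labeled Nrf2 9mer peptide probe; 0% = neutral control wells and 100% = peptide positive control; higher means more block of Keap1 binding to Nrf2 peptide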
DAGLB inhibitor – blocks human DAGLB lipase activity | Q8NCG7 | HEK293T DAGLB membrane lysate, EnzChek fluorogenic substrate | inhibition, % at 5.17 µM | 0.059% of 340,000 active; in the data active means inhibition above about 34%;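 further: 0% = enzyme with vehicle and 100% = wells lacking enzyme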
Target sequence (Q8NCG7 whole entry, looked up): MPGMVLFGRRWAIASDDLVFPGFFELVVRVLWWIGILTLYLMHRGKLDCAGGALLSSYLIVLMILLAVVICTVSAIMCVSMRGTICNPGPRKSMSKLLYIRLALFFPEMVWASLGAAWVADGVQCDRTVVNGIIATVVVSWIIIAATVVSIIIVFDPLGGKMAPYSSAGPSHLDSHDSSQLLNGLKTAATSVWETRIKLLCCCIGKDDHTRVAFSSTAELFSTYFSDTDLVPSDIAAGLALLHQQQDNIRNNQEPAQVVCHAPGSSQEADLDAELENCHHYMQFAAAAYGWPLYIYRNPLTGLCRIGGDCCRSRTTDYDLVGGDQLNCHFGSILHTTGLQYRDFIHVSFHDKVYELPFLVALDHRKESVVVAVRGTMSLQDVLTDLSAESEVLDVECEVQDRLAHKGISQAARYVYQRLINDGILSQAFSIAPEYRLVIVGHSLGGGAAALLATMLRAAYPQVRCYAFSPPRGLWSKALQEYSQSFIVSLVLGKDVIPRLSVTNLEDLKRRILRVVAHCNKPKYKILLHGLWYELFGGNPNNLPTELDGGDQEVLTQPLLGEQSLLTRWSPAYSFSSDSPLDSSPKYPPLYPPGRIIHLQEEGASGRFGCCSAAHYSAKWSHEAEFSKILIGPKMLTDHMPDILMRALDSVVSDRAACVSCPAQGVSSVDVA
PvdQ acylase – blocks Pseudomonas aeruginosa PvdQ acylase activity. purified PvdQ acylase, fluorescence plate reader. inhibition, % at 10 µM. 0.063% of 340,000 active. AID 488965; in the data active means inhibition above about 30%, passing the limit was not always enough;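 further: 0% = vehicle neutral wells and 100% = reference inhibitor wells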
* marks the source's active call; other numbers are inactive results; . = no result given.

Preview (2 entries):
SMILES	LANA DNA inh	Arrestin-AP2 inh	RTF Ca sens inh	NSD2 inh	SR-BI uptake up	SR-BI DiI inh	PKA-R2B act	Keap1 Nrf2 FP	DAGLB inhibitor	PvdQ acylase
COc1ccc(OC)c(NC(=O)C2CCN(S(=O)(=O)c3ccc4c(c3)OCCO4)CC2)c1	-2.2	-5	-9	4	-2	2	-8	-1	-1	-13
Nc1nnc(-c2cn(-c3ccccc3)nc2-c2ccccc2)o1	-0.2	-5	-8	.	-1	1	-14	1	0	-10

The listing, repeating the preview:
SMILES	LANA DNA inh	Arrestin-AP2 inh	RTF Ca sens inh	NSD2 inh	SR-BI uptake up	SR-BI DiI inh	PKA-R2B act	Keap1 Nrf2 FP	DAGLB inhibitor	PvdQ acylase
COc1ccc(OC)c(NC(=O)C2CCN(S(=O)(=O)c3ccc4c(c3)OCCO4)CC2)c1	-2.2	-5	-9	4	-2	2	-8	-1	-1	-13
Nc1nnc(-c2cn(-c3ccccc3)nc2-c2ccccc2)o1	-0.2	-5	-8	.	-1	1	-14	1	0	-10
COc1cc2c(cc1OC)C(c1ccc3c(c1)OCO3)CC(=O)N2 (configuration not stated)	-0.5	6	-6	8	-7	7	1	-3	2	-6
N#Cc1c(N)[nH]c2ccc(Sc3ccccc3)cc12	-1.1	-10	5	-2	14	-14	-6	-2	-3	-21
Cc1cc2c(cc1S(=O)(=O)N(C)C1CCCCC1)OCC(=O)N2	0.3	7	2	.	11	-11	3	0	-3	-3
CCc1ccc(Nc2nnc(SCC(=O)Nc3cccnc3Cl)s2)cc1	0.1	-9	-1	-3	12	-12	-8	5	-1	-7
Cc1cc(=O)oc(C)c1C(=O)N1CCc2c([nH]c3ccccc23)C1C(C)C (configuration not stated)	-1.8	-2	4	.	.	.	-5	-1	0	14
CCc1ccc(C(C(=O)NC2CCCCC2)N(C(=O)c2csnn2)C2CC2)cc1 (configuration not stated)	0.0	-6	-9	-1	4	-4	5	-6	0	-2
COc1ccccc1NS(=O)(=O)c1cc(NC(=O)c2ccc3c(c2)OCCO3)ccc1C	0.0	13	-13	-2	-15	15	0	1	-2	-5
CN(C)c1nc(SCc2ccccc2Cl)nc2c1CCCC2	-1.8	-1	11	-2	-25	25	-1	-6	-7	9
CCOCCCNC(=O)CCNS(=O)(=O)c1ccc(C)cc1	-1.9	3	-15	-1	17	-17	-3	-1	1	-11
O=C1CSC2=NCN(c3ccccc3)CN12	-0.6	0	-2	7	27	-27	9	-7	1	3
C[C@H](CO)N1C[C@H](C)[C@@H](CN(C)CC2CC2)Oc2c(NC(=O)C3CC3)cccc2C1=O	-3.9	26	-1	.	12	-12	4	-2	0	6
Cc1ccc(/C=N/n2c(C)cc(C)c(C#N)c2=O)o1	0.9	7	6	0	18	-18	-5	-3	-1	-11
CCOC(=O)[C@@H]1[C@H]2COc3ccccc3[C@H]2N2C(=O)N(c3ccc(C)cc3)C(=O)[C@]12C	1.9	2	2	.	1	-1	3	-7	-1	3
Cc1ccc(-n2cc(S(=O)(=O)c3ccc(C)cc3)[nH]c2=O)cc1	-1.8	8	0	6	0	0	-4	0	-3	-10
Nc1ccc2oc(-c3cccc4ccccc34)nc2c1	-1.5	5	-19	-3	.	36	10	0	-1	0
Cc1ccc(NC(=O)c2ccc(Cn3cc(Cl)cn3)o2)c(C)c1	-0.2	4	-3	-1	-16	16	-4	1	-1	-13
NS(=O)(=O)c1ccc(CNC(=O)C(c2ccccc2)c2ccccc2)cc1	26	6	-4	0	31	-31	-2	1	1	-20
CC1(C)CC(N2CCN(Cc3ccccc3)CC2)=CC(=[N+]2CCCCC2)C1	3.1	11	8	3	9	-9	-6	0	-1	12
COCCn1c(N)c(Sc2ccccc2[N+](=O)[O-])c(=O)[nH]c1=O	-0.1	7	-1	2	16	-16	-1	2	3	-4
COc1cccc(C=NNc2nnc(NN=Cc3cccc(OC)c3OC)c3ccccc23)c1OC	0.8	-3	2	2	-68	68	7	0	-1	-3
Cc1cccc(N2CCN(C(=O)CCS(=O)(=O)c3ccc4c(c3)NC(=O)C(C)S4)CC2)c1C (configuration not stated)	-0.2	2	0	2	-31	31	-12	1	-2	3
Cc1cccc([C@@H]2[C@@H]3C(=O)N(Cc4ccccc4)C(=O)[C@@H]3[C@]3(Cc4ccccc4)C(=O)N(c4ccc(C(F)(F)F)cc4)C(=O)N23)c1	0.4	-2	2	.	11	-11	5	-4	-7	-11
CCOc1ccc(NC(=O)c2ccc(NC(=O)Cc3n[nH]c(=O)c4ccccc34)cc2)cc1	1.1	-18	-6	0	-39	39	-2	-3	0	-19
(listing goes on)
SMILES	LANA DNA inh	Arrestin-AP2 inh	RTF Ca sens inh	NSD2 inh	SR-BI uptake up	SR-BI DiI inh	PKA-R2B act	Keap1 Nrf2 FP	DAGLB inhibitor	PvdQ acylase
CC(=O)Nc1ccc(NC(=O)CN2CCN(c3cccc(C(F)(F)F)c3)CC2)cc1	1.0	-8	-3	-1	23	-23	-6	-6	1	-14
CC12CC(NC(=O)N1c1cccc(C(=O)N3CCCCC3)c1)c1ccccc1O2 (configuration not stated)	2.0	-6	-4	-8	8	-8	-2	-2	-2	-11
O=C(COC(=O)c1cnc(Cl)c(Cl)c1)Nc1ccc(S(=O)(=O)N2CCCC2)cc1	1.8	9	-6	-3	32	-32	-3	-1	-2	-7
N#C/C(=C\c1ccc(O)c(O)c1)C(=O)Nc1cccc2ncccc12	36	8	6	115*	-10	10	2	-8	8	-12
NC(=S)c1cnn2c(-c3cccc(C(F)(F)F)c3)ccnc12	-0.3	-3	-2	0	-15	15	0	-1	-3	-4
CCN1C(=O)CC(NCc2ccc3c(c2)OCO3)C1=O (configuration not stated)	-0.2	-3	-2	-3	52	-52	-1	-2	2	-5
Cc1ccc(NC(=O)OC(C)N2CCCCC2)cc1NC(=O)OC(C)N1CCCCC1 (configuration not stated)	-2.7	4	-6	6	-1	1	-3	-2	0	1
O=C(CCc1ccccc1)NNC(=O)c1ccco1	0.7	14	-18	13	28	-28	5	1	2	-1
Cc1cccnc1NC(=O)Nc1cccc2ccccc12	2.5	7	-4	-2	-11	11	-7	1	-3	-5
Cc1ccc(C(=O)NCCN2C3=NC[C@H](C)N3C[C@H]2Cc2ccc(O)cc2)cc1Br	2.1	4	-1	.	16	-16	-1	-5	1	-11
O=C1CC(c2ccccc2)=Nc2ccc(Br)cc2N1	0.4	0	-11	-3	-20	20	-1	-3	1	-3
CCN1C2=NCCCN2c2cc(C)c(C)cc21	-2.7	28	-5	3	7	-7	10	-1	1	-7
COc1ccc(N(C(=O)C2CSC(=O)C2)C(C(=O)NC(C)(C)C)c2ccncc2)cc1 (configuration not stated)	-0.1	19	-6	-4	15	-15	-2	-2	-6	-1
Cc1cccc2cc(CN(CC3CCCO3)C(=O)c3cccnc3)c3nnnn3c12 (configuration not stated)	-0.6	6	-6	-5	8	-8	-12	0	3	-1
COc1ccccc1C(O)P(=O)(OCC(C)C)c1ccc(N(C)C)cc1 (configuration not stated)	-0.4	-1	-7	-1	10	-10	-14	-1	-2	-11
C/C(Cn1nc([N+](=O)[O-])cc1C)=N\NC(=O)COc1ccc(Cl)cc1Cl	-4.7	0	-7	-1	-51	51	5	0	-1	-10
CC(=O)C1=C(O)C(=O)N(c2ccc(Br)cn2)C1c1ccc(F)cc1 (configuration not stated)	8.4	-2	-5	4	12	-12	1	7	13	14
Nn1c(Cc2ccccc2)nc2ccccc2c1=O	-0.2	-8	0	0	4	-4	-4	-5	-1	-5
CCC(=O)OCC(=O)C1(OC(=O)CC)[C@H](C)C[C@H]2[C@H]3[C@H]([C@@H](O)C[C@@]21C)[C@@]1(C)C=CC(=O)C=C1C[C@H]3Cl (some centres not stated)	0.0	8	10	.	16	-16	-9	0	1	1
Cc1cc(Br)ccc1SCC(=O)OCC(=O)c1c(N)n(C)c(=O)n(C)c1=O	0.5	-4	-9	2	.	.	0	1	-5	-12
CCc1ccc2c(c1)c1nc(C)sc1n2CC(=O)OC	-0.2	11	4	1	3	-3	4	-1	1	-12
COC(=O)c1ccc(NC(=O)CCS(=O)(=O)c2ccc(C)cc2)cc1	2.7	-5	-5	-1	2	-2	-3	0	1	-4
CC(C)(C)NC(=S)NNC(=O)c1cccc(Br)c1	0.9	3	4	-1	.	.	-1	-6	-1	-11
NS(=O)(=O)c1ccc(NC(=S)N2CCCC2)cc1	-0.4	17	3	0	10	-10	0	-3	-1	9
COC(=O)/C=C1\SC(=NC(=O)c2cccc(Cl)c2)NC1=O	0.3	12	-14	5	15	-15	-4	-7	5	9
COc1ccc(-c2c(C#Cc3ccsc3)c3cc(-c4ccc5[nH]ccc5c4)ccc3n2C)cc1	1.7	-4	-12	.	-41	41	-10	-4	0	-12
CC(=O)Nc1ccc(NS(=O)(=O)Cc2ccccc2)cc1	0.1	24	6	-3	-2	2	-4	2	-5	-3

Of the compounds above, 5 have an aryl thioether with sulfur outside any ring.
SMILES	LANA DNA inh	Arrestin-AP2 inh	RTF Ca sens inh	NSD2 inh	SR-BI uptake up	SR-BI DiI inh	PKA-R2B act	Keap1 Nrf2 FP	DAGLB inhibitor	PvdQ acylase
N#Cc1c(N)[nH]c2ccc(Sc3ccccc3)cc12	-1.1	-10	5	-2	14	-14	-6	-2	-3	-21
CCc1ccc(Nc2nnc(SCC(=O)Nc3cccnc3Cl)s2)cc1	0.1	-9	-1	-3	12	-12	-8	5	-1	-7
CN(C)c1nc(SCc2ccccc2Cl)nc2c1CCCC2	-1.8	-1	11	-2	-25	25	-1	-6	-7	9
COCCn1c(N)c(Sc2ccccc2[N+](=O)[O-])c(=O)[nH]c1=O	-0.1	7	-1	2	16	-16	-1	2	3	-4
Cc1cc(Br)ccc1SCC(=O)OCC(=O)c1c(N)n(C)c(=O)n(C)c1=O	0.5	-4	-9	2	.	.	0	1	-5	-12

Assay outcomes deposited in PubChem BioAssay by several laboratories.
